Bioassay records deposited in PubChem by The Scripps Research Institute Molecular Screening Center.
ADAM17 inh: inhibitors of human ADAM17; recombinant ADAM17, EDANS/DABCYL FRET peptide cleavage; inhibition, % at 6.95 µM; 370,000 compounds, 0.83% hits;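 active = inhibition above the mean of compounds lying between control limits plus 3 SD, set per campaign, cut at about 8.5% in these data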;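 also: 0% = DMSO-only wells as the low control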
DDE Tn6 FP inh: DD(E)-Tn6 binding inhibition, primary FP screen | P02675 | Fibrin DD(E) TRITC-Tn6 fluorescence polarization displacement | inhibition, % at 8.3 µM | 370,000 compounds, 0.21% hits | AID 720509;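 active = inhibition above a per-campaign cutoff: mean of compounds within control limits plus 3 SD, cut at about 15% in these data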;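 also: 0% = median of all compound wells on the plate and 100% = blocking peptide control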
PLC-gamma1 inh: inhibitors of human phospholipase C gamma1; 370,000 compounds, 0.84% hits; purified PLC-gamma1, fluorogenic substrate, fluorescence; P19174; AID 720700; inhibition, % at 12.2 µM; in the data active = inhibition above about 9.5%
Target sequence (P19174 whole entry, looked up): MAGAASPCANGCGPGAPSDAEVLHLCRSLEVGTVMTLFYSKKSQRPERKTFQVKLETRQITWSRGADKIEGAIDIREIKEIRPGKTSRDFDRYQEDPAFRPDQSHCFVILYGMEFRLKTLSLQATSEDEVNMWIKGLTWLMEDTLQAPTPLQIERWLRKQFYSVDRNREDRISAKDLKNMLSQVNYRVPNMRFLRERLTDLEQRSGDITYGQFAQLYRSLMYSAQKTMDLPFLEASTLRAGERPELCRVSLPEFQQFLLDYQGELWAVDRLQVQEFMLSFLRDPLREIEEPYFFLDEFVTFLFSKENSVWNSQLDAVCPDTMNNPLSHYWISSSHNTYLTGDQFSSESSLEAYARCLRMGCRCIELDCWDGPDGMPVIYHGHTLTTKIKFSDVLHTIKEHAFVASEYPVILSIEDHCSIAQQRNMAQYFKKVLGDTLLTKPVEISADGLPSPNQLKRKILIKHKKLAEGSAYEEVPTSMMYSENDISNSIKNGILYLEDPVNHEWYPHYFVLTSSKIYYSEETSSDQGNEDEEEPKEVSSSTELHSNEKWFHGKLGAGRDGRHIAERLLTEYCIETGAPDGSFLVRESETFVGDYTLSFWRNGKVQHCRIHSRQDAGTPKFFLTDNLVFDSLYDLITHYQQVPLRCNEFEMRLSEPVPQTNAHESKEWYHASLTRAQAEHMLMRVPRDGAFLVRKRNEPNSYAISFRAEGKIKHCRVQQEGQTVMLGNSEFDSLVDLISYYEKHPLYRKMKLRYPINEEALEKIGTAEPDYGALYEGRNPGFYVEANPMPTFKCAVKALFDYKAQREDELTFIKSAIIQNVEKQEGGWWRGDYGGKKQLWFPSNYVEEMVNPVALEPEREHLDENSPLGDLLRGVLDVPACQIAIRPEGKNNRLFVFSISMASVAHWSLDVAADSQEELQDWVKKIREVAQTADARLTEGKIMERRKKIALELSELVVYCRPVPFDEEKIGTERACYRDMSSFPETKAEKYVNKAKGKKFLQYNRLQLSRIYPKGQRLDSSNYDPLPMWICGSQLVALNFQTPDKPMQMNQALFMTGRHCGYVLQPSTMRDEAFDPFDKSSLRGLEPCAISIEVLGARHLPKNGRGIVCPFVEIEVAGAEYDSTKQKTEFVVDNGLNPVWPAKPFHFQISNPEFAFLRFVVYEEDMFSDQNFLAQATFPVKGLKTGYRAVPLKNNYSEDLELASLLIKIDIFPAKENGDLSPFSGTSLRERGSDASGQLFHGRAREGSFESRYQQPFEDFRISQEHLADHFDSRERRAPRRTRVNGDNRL
ASAP1 GAP inh: inhibitors of human ASAP1 ArfGAP activity. inhibition, % at 16.5 µM. AID 624377. Q9ULH1. 360,000 compounds, 0.19% hits. ASAP1-stimulated ARF1 GTP hydrolysis, GDP FP detection; in the data active = inhibition above about 25%;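 also: 0% = vehicle with enzyme and substrate and 100% = no enzyme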
TDP2 inh: TDP2 (human) inhibition, absorbance primary screen. O95551. recombinant TDP2, T5PNP hydrolysis, p-nitrophenol absorbance 415 nm. inhibition, % at 12.8 µM. 370,000 compounds, 0.34% hits. AID 720702;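 active = inhibition above the mean of all tested compounds plus 3 SD, set per campaign, cut at about 25% in these data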;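 also: 0% = DMSO with enzyme and 100% = buffer with substrate but no TDP2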
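Assay system: Recombinant human TDP2 | Quantity: 120 nM TDP2 per well | Incubation: 2 h at 37 °C | Signal: Epi absorbance | Evaluation: Percent inhibition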
PLCb3 inh: blocks human PLC-beta3 enzyme activity; Q01970; Purified PLC-beta3, fluorogenic substrate, fluorescence; inhibition, % at 12.2 µM; 370,000 compounds, 0.18% hits; AID 720704; in the data active = inhibition above about 11%;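 also: 0% = median of compound wells on plate and 100% = full blocker control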
Tn7 DDE FP: disrupts Tn7 cyclic peptide binding to fibrin D-Dimer-E complex | P02675 | FP displacement of FITC-Tn7 peptide from fibrin DD(E); 0% = median of compound wells per plate | inhibition, % at 8.3 µM | 370,000 compounds, 0.13% hits;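 active = inhibition above the mean of compounds falling within the control limits plus 3 SD of them, cut at about 14% in these data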;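 also: 0% = plate median of compound wells and 100% = 10 µM Aha-Tn7 peptide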
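System: human fibrin DD(E); quantity: Fibrin-DD(E) at 2 µM final; also added: fluorescent Tn7 probe at 0.1 µM; compound dosing: single nominal test concentration of 8.3 µM per compound; schedule: 10 min preincubation, 3 h with tracer, room temperature; detection: fluorescence polarization of the labelled Tn7 tracer; repeats: one replicate per compound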
ADAM10 inh: ADAM10 inhibition, QFRET primary screen. inhibition, % at 7 µM. recombinant ADAM10, EDANS/DABCYL FRET peptide cleavage, 3 h. AID 720582. 370,000 compounds, 0.62% hits;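 active = inhibition above a per-campaign cutoff equal to the mean of compounds falling between control-based bounds plus 3 SD, cut at about 20% in these data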;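 also: 0% = DMSO wells while the 100% control is not disclosed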
ARFGAP1 inh: inhibits rat ARF GTPase activating protein 1 | Q62848 | Arfgap1-stimulated ARF1 GTP hydrolysis, GDP FP detection | inhibition, % at 16.5 µM | 360,000 compounds, 0.26% hits;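 active = inhibition above a per-plate limit, mean inhibition of low control wells plus 3 SD, cut at about 25% in these data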;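 also: 0% = DMSO wells with enzyme and 100% = wells lacking Arfgap1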
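Replicates: Single well per compound | Assay system: Truncated rat Arfgap1 GAP domain | Control set: No-Arfgap1 wells (100%) versus DMSO full-reaction wells (0%) | Times: Enzyme reaction 120 min at 25 °C after 20 min preincubation | Reagent: Human ARF1(Δ1-17)-GTP substrate | Measured by: Tracer-displacement fluorescence polarization with EDTA stop, 620/688 nm | Measure: Percent inhibition of Arfgap1-stimulated GTP hydrolysis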
SIAE inh: inhibitors of human sialic acid acetylesterase SIAE. Q9HAT2. SIAE FP-Rh probe binding, fluorescence polarization. inhibition, % at 9.66 µM. 370,000 compounds, 0.69% hits;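 active = inhibition above a cutoff: mean of compounds within the control limits plus 3 SD of those, cut at about 17% in these data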;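 also: 0% = plate median of compound wells and 100% = probe without SIAE protein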
Starred values were filed as active, the others as inactive; i = inactive; x = no result given.

ADAM17 inh,DDE Tn6 FP inh,PLC-gamma1 inh,Molecule,ASAP1 GAP inh,TDP2 inh,PLCb3 inh,Tn7 DDE FP,ADAM10 inh,ARFGAP1 inh,SIAE inh
-2,-5,4,OC(COCc1ccc(Cl)cc1)CN1CCCCC1 (stereo not drawn),-6,-2,-6,2,1,4,1
2,3,-1,Cc1ccc(-c2c(C#N)c(N)n(-c3ccc(Cl)cc3)c(=O)c2C#N)cc1,0,0,0,14*,1,3,-8
-8,7,-17,CCSC1=C(C#N)C(c2cccs2)C(C(=O)OC)=C(C)N1 (stereo not drawn),10,2,-26,5,-10,6,13
i,-2,i,COC(=O)C1=CN(Cc2ccccc2)C=C(C(=O)OC)C1c1cc(F)ccc1F,2,12,i,-3,i,5,-4
-6,-9,3,O=C(CC12CC3CC(CC(C3)C1)C2)NCC(=O)N1CCc2ccccc2C1,4,9,-2,-4,-4,2,-4
0,-3,2,COC(=O)C1CCN(Cc2c(C(=O)N3C[C@@H](C)O[C@@H](C)C3)nc3ccc(Cl)cn23)CC1,11,7,-8,-2,-6,0,3
1,4,-2,Cc1ccc2nc(NC(=O)C3CC3C)sc2c1 (stereo not drawn),-2,-4,2,-3,4,-9,-3
-1,3,1,Clc1ccc(CNc2ccc3nnc(-c4ccccc4)n3n2)cc1,8,4,-3,-7,-4,6,-2
3,-49,-15,O=[N+]([O-])c1ccc2nc(NN=Cc3ccc(O)cc3)sc2c1,20,-3,-26,6,7,11,5
-5,-2,-1,O=C(c1ccco1)N1CCN(C(=O)c2cc(-c3ccccc3)nc3ccccc23)CC1,-6,7,-3,-1,-7,-6,-1
1,1,4,CCc1csc(CCNC(=O)C2CCC(=O)N(CCc3cccc(F)c3)C2)n1 (stereo not drawn),1,-23,1,-2,1,3,-15
4,-7,0,COC(=O)c1ccc(NC(=O)Nc2ccc(F)cc2)cc1,3,-4,3,0,9,17,-30
-6,-4,-2,CCCCCCOC(=O)C[N+](C)(C)CCOC1CC2CCC1(C)C2(C)C (stereo not drawn),-1,1,1,9,-5,10,-5
-2,4,0,O=C(OCC(=O)N1CCCc2ccccc21)c1c(F)cccc1F,5,1,-4,9,-6,-1,-6
0,2,-1,COc1cc2[nH]c(=S)nc(NCCCOC(C)C)c2cc1OC,3,6,-2,-9,-4,11,24*
-2,10,0,Cc1ccc(OCCn2cc(/C=C/C(=O)O)c3ccccc32)cc1,4,4,-5,-6,-1,-5,1
3,-4,1,COc1ccc(C(=O)OCC(=O)NCC2CCCCC2)cc1F,-14,-15,-8,-9,-20,-1,11
1,1,-2,CN(C(=O)COC(=O)CCc1c[nH]c2ccccc12)c1ccccc1,-17,10,-8,9,-6,6,3
-1,-2,3,Clc1ccc(-c2noc(CN(Cc3ccccn3)CC3CCCO3)n2)cc1 (stereo not drawn),0,-9,0,1,-3,4,0
-5,4,-4,Cc1cc(Br)c(NC(=O)Cn2c([N+](=O)[O-])cnc2C)cc1C,-13,-6,-2,6,-2,-2,4
-2,-4,5,CC1=C(C(=O)Nc2ccccc2)C(c2ccc(C)o2)n2ncnc2N1 (stereo not drawn),7,2,-1,1,1,-8,-9
0,-1,6,Oc1c(Cl)cc(Oc2cc(Cl)c(O)c(CN3CCOCC3)c2)cc1CN1CCOCC1,-6,-10,2,-1,11,-5,1
-3,2,-5,COc1ccc(C)cc1NC(=O)CSc1nc2ccccc2nc1N1CC(C)OC(C)C1 (stereo not drawn),-1,-3,-8,-1,-3,4,-6
1,-12,-2,CCOC(=O)c1sc(=S)n2c1[nH]c(=O)c1ccc(C(=O)OC)cc12,-4,-13,-3,0,-6,-4,-5
-2,3,1,O=C(NCc1ccccn1)C1CCCN(S(=O)(=O)c2ccccc2)C1 (stereo not drawn),1,9,2,2,-3,20,-10
-5,4,-2,COc1cccc(/C=C2\CCC(C3CCCC3)C2=O)c1 (stereo not drawn),1,8,-7,7,-1,-8,-3
3,-3,0,CCOc1cc(CNCc2ccccn2)cc(Cl)c1OCC,-12,2,-5,1,5,5,1
-2,9,0,COC(=O)c1ccc(CSc2nnc(N)s2)cc1,-9,-1,-1,-2,0,16,1
0,6,0,COc1cc(C(=O)NNC(=O)c2cc(S(=O)(=O)N(C)C)ccc2N2CCCC2)cc(OC)c1OC,-1,-24,-6,-4,-8,10,4
-16,-4,-6,COc1ccc2[nH]c(=O)c(CN(Cc3ccc(C)cc3)Cc3nnnn3CC3CCCO3)cc2c1 (stereo not drawn),-13,-3,-10,6,-38,2,4
-4,-3,0,CC1CCCCC1NC(=O)CCS(=O)(=O)c1ccc2c(c1)NC(=O)CS2 (stereo not drawn),6,8,-7,1,-4,4,1
-1,-12,1,Cc1ccc(C)c(CN2C(=O)COc3ccccc32)c1,-11,-4,-10,5,-12,2,-6
1,-3,-4,O=C(CC1SC(N2CCCC2)=NC1=O)Nc1ccc(C(=O)NCCOc2ccccc2F)cc1 (stereo not drawn),18,21,0,7,1,-17,-3
-1,-3,4,Cc1[nH]c2ccccc2c1C(=O)C(=O)N1CCN(c2ccccc2)CC1,-11,1,-4,-10,4,6,2
-6,-7,-2,COc1ccc(OCc2nnc(SCC(=O)NCC3CCCO3)n2N)cc1 (stereo not drawn),0,9,-5,5,-12,1,12
-2,-2,-7,O=C(c1ccccc1)n1ccc2ccc(-c3ccc4ccn(C(=O)c5ccccc5)c4c3)cc21,x,-7,-16,-3,-7,x,-11
-70,5,-118,N#CC1=C(N)N2C(=C(C#N)C13CCN(Cc1ccccc1)CC3)Nc1ccccc12,7,2,-168,5,-204,7,-1
-1,6,4,O=C(NCc1ccc(F)cc1)c1cc(S(=O)(=O)N2CCOCC2)ccc1F,-9,2,2,0,1,-1,-2
2,8,6,O=C(Nc1ccccc1)N1CCSc2cc(Cl)ccc21,10,-6,2,-1,12,6,3
-219,3,-376,CCOC(=O)NN1C(=O)c2ccccc2NC1c1ccccc1O (stereo not drawn),4,-9,-420,-1,i,-10,10
-1,-4,3,CCc1ccccc1NC(=S)NCc1ccc2c(c1)OCO2,2,-4,5,3,16,-13,-1
-44,3,-60,Cc1cc(N2CCN(C)CC2)nc2ccc(NC(=S)NCCN3CCc4ccccc4C3)cc12,0,7,-100,-1,-134,-3,4
-2,-7,0,CCOC(=O)c1ccc(N=C2SC(C(=O)NC)CC(=O)N2CCc2ccccc2)cc1 (stereo not drawn),-9,-7,-4,2,2,4,1
-454,7,-142,COc1ccc2c(C)c(CC(=O)N3CCN(C(=O)C4COc5ccccc5O4)CC3)c(=O)oc2c1 (stereo not drawn),4,14,-187,-1,i,-8,6
3,-8,3,CNS(=O)(=O)c1ccc(C)cc1,3,-12,-1,-20,-6,8,0
0,-8,2,Cc1cccc(NC(=O)COc2ccccc2C)n1,-6,-2,6,-7,1,0,1
1,2,2,O=C(CCC(=O)c1cccs1)OCC(=O)c1ccccc1F,-7,7,-7,-3,-12,0,11
8,3,1,COc1ccc(N(CC(=O)Nc2ccccc2OC)S(=O)(=O)c2ccccc2)cc1Cl,2,5,-9,9,13,5,-5
-5,9,-61,COc1cc(OC)cc(C(=O)Nc2ccc(-n3cnnn3)c(C)c2)c1,-2,-3,-1,-3,3,10,-3
0,-4,1,Cc1nn(Cc2c(Cl)cccc2Cl)c(Cl)c1/C=N/NC(=O)c1cccnc1,4,-6,0,1,1,6,-7
-8,1,0,O=C(CN1CCN(C(C(=O)Nc2ccc(Cl)cc2C(F)(F)F)c2ccccc2)CC1)NC1CC1 (stereo not drawn),13,-4,-2,4,-5,-5,-6
5,4,1,CCC1C(c2ccccc2)N(C)C(c2ccccc2)CC1(O)c1ccccc1 (stereo not drawn),2,5,0,-1,13,0,-7
0,2,0,O=C(CN1CCN(Cc2ccc(Cl)cc2)CC1)N/N=C/c1ccncc1,6,-2,1,2,-4,-5,-4
5,-4,3,OC1(c2ccc(OC(F)F)cc2)CSC(=Nc2cccnc2)N1C1CC1 (stereo not drawn),2,-11,4,-7,-3,3,-3
-2,9,0,CCNC(=O)N1CCN(c2ccc(N3CCN(Cc4ccccc4)[C@H](C)C3)c(C)c2)[C@H](C)C1,-1,0,2,0,-7,-10,-2
3,-7,1,CC(C)c1ccc(S(=O)(=O)/N=C2\C=C(NS(=O)(=O)c3ccccc3)C(=O)c3ccccc32)cc1,10,25*,-11,-7,5,-12,8
-13,-8,0,O=C(O)c1ccccc1NC(=S)NC(NC(=O)c1ccccc1[N+](=O)[O-])C(Cl)(Cl)Cl (stereo not drawn),8,2,-4,2,-25,4,-1
-5,2,-2,CCOCCCNC(=O)c1cc(Sc2nnc(C)s2)nc2ccccc12,-4,10,-7,-7,-6,-9,1
-1,2,-1,O=C(Nc1cccnc1)Nc1ccccn1,5,2,-2,-1,-4,12,-3
-1,1,1,O=C(NCCCN1CCc2ccccc2C1)C1CCN(c2nnc(-n3cccc3)s2)CC1,8,-12,-5,-2,-13,13,-3

Ordered by value in ADAM10 inh (ascending): some entries from above.
SMILES	ADAM10 inh
COc1cc(C(=O)NNC(=O)c2cc(S(=O)(=O)N(C)C)ccc2N2CCCC2)cc(OC)c1OC	-8
O=C(NCc1ccccn1)C1CCCN(S(=O)(=O)c2ccccc2)C1 (stereo not drawn)	-3
COC(=O)c1ccc(CSc2nnc(N)s2)cc1	0

Later entries:
ADAM17 inh,DDE Tn6 FP inh,PLC-gamma1 inh,Molecule,ASAP1 GAP inh,TDP2 inh,PLCb3 inh,Tn7 DDE FP,ADAM10 inh,ARFGAP1 inh,SIAE inh
-249,-4,-160,COc1ccc(-c2oc3c(c2C#CC2(O)CCCCC2)C(OC)CCC3)cc1 (stereo not drawn),3,-13,-239,3,i,-11,-4
1,10,5,Cc1ccc(SCC(=O)NCCC2=CCCCC2)cc1,-1,-10,0,-6,-8,-3,2
0,-1,-2,CC(=O)Nc1ccc(NC(=O)CSC2=NS(=O)(=O)c3cc(F)ccc3N2)cc1,-5,-12,-6,3,-3,11,-7
-374,2,i,Cc1coc2c1c(C)cc1oc(=O)c(CC(=O)NCC(=O)O)c(C)c12,3,9,i,-3,i,-4,4
2,-5,1,Cc1ccc(C2(c3ccccc3)NC(=O)N(CC(=O)N3CC(=O)Nc4ccccc43)C2=O)cc1C (stereo not drawn),-2,-8,-6,-1,-3,3,-10
